Assay outcomes as filed in PubChem.
SR-BI DiI-HDL act: activators of SR-BI mediated HDL lipid uptake | CHO ldlA[mSR-BI] cells, DiI-HDL uptake fluorescence, 3 h; 100 = double the neutral-control signal | activation, % at 12.5 µM | 0.096% of 320,000 active;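 active means mean replicate activation of at least 60% and every replicate at or above 60%; inconclusive means mean or all-replicate condition met, but not both; inactive means mean below 60% and not all replicates reaching 60%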;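 further: 0% = median plate neutral-control signal and 100% = twice that signal; values of inactives mirror those of a sister screen read the other way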
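material = CHO ldlA[mSR-BI] cells | medium = Ham's F12 with 0.5% BSA, HEPES 25 mM, pH 7.4 | reagent = fluorescent DiI-HDL, 10 µg/mL final | compound dosing = single-point compound dose | incubation = 3 h, 37 °C | measured by = bottom-read fluorescence, 550/595 nm | measure = HDL uptake via cellular fluorescence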
CAL PDZ FP-1: blocks peptide binding to the human CAL PDZ domain; Q9HD26; purified CAL PDZ, TMR-peptide fluorescence polarization, 1 h; inhibition, % at 24.9 µM; 0.92% of 300,000 active; AID 602252;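 active means mean inhibition of at least 30% with at least half of replicates also reaching 30%; inconclusive means no clear call, values can overlap the other calls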;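 further: 0% = DMSO neutral control and 100% = excess unlabeled competitor peptide PRC23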
PvdQ acylase: P. aeruginosa PvdQ acylase inhibition; purified PvdQ acylase, fluorescence plate reader; inhibition, % at 10 µM; 0.063% of 340,000 active; AID 488965; in the data active means inhibition above about 30%, passing the limit was not always enough; inconclusive means no clear call, values can overlap the other calls;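 further: 0% = vehicle neutral wells and 100% = reference inhibitor wells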
PfHsp90 set2: growth inhibition of yeast expressing Plasmodium Hsp90; S. cerevisiae expressing PfHsp90, BacTiter-Glo ATP, 48 h; yeast lacking PDR1 and PDR3 efflux regulators; inhibition, % at 9.4 µM; 0.32% of 310,000 active;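 active means every replicate shows inhibition above about 80%, whatever the replicate mean, limit read from the data; inconclusive means mean inhibition reaches the set limit but some replicate falls short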;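 further: 0% = DMSO neutral controls and 100% = 20 µM radicicol positive controls; yeast relying on Plasmodium falciparum Hsp90 in place of its own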
SR-BI HDL uptake: blocks mouse SR-BI lipid uptake from DiI-HDL. Q61009. ldlA[mSR-BI] CHO cells, DiI-HDL uptake fluorescence, 3 h. inhibition, % at 12.5 µM. 0.96% of 320,000 active. AID 488896;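 active means mean replicate inhibition of at least 70% and a set share of replicates each scoring 70 or more; inconclusive means meets just one of the two criteria; inactive means fails both criteria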;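 further: 0% = median of neutral control wells and 100% = median of positive control wells; values of inactives mirror those of a sister screen read the other way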
MITF TRPM1 HTS: increases MITF-driven TRPM1 promoter luciferase signal; 0.75% of 300,000 active; AID 588334; SK-MEL-5 TRPM1-promoter luciferase, 24 h; % of positive control, neutral wells = 0; activation, % at 12.5 µM;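 active means mean activation of at least 80% with every replicate also reaching 80%; inconclusive means mean reaches 80% but some replicate falls short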;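 further: 0% = neutral control wells and 100% = parthenolide positive control wells; values of inactives mirror those of a sister screen read the other way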
dFosB act: enhances mouse delta FosB homodimer DNA binding. P13346. purified delta FosB, TAMRA-CDK5 oligo fluorescence polarization; percent of positive-control signal above neutral wells. activation, % at 25 µM. 0.99% of 340,000 active;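 active means mean activation above about 17%, with every replicate also reaching it, limit read from the data, passing the limit was not always enough; inconclusive means only one of the two conditions met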;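 further: fluorescence polarization rise as delta FosB binds a TAMRA Cdk5 AP-1 oligo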
Target sequence (P13346 whole entry, looked up): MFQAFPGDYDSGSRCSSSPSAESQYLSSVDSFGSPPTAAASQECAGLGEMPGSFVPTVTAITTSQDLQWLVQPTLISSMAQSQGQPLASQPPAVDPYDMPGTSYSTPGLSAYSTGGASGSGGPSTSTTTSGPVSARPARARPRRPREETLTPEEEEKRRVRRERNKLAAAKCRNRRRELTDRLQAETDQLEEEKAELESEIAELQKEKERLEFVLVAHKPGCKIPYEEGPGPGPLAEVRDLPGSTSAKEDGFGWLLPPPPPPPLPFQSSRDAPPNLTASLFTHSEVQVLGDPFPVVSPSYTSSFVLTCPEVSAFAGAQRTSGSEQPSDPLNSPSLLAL
CAL PDZ FP-2: human CAL PDZ-peptide interaction inhibition. Q9HD26. purified CAL PDZ, TMR-peptide fluorescence polarization, 1 h. inhibition, % at 20 µM. 0.02% of 330,000 active. AID 504414;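 active means highest replicate inhibition of at least 40%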;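 further: plate controls were DMSO neutral control wells for no effect and unlabeled competitor peptide control wells for full effect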
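Test system: purified CerCALP PDZ construct; Compound dosing: one concentration, 20 µM compound; Also added: TMR-labelled reporter peptide T*-PRC34 bound in PDZ groove; Read-out: inhibition from polarization loss; Controls: unlabelled peptide and DMSO controls; Signal: FP readout, S and P plane fluorescence; Incubation: 1 h at RT.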
NSD2 HMT inh: NSD2 (human) methyltransferase inhibition | O96028 | NSD2 peptide methylation, AlphaScreen, 120 min | inhibition, % at 12.5 µM | 0.54% of 310,000 active | AID 743445; in the data active means inhibition above about 50%
Rtt109 HAT inh: C. albicans Rtt109 histone acetyltransferase inhibition; 0.16% of 330,000 active; inhibition, % at 34.9 µM; purified Rtt109/Vps75, ThioGlo CoA-SH fluorescence, 4 h; Q5AAJ8;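 active means inhibition of at least 50% in every replicate; inconclusive means best replicate reaches 50% inhibition but some replicates fall short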
Target sequence (Q5AAJ8 whole entry, looked up): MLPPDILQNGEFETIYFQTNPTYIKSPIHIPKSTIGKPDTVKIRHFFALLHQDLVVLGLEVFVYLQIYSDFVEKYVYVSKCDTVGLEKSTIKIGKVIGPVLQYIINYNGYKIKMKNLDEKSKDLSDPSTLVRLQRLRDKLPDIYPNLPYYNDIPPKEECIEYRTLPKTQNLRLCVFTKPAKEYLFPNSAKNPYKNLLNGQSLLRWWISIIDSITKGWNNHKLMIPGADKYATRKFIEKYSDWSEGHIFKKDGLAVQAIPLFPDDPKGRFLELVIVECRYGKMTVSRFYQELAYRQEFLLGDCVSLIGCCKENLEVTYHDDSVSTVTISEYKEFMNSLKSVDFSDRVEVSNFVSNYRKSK
* = called active by the depositor; ? = inconclusive; / = not tested or not shown.

SMILES	SR-BI DiI-HDL act	CAL PDZ FP-1	PvdQ acylase	PfHsp90 set2	SR-BI HDL uptake	MITF TRPM1 HTS	dFosB act	CAL PDZ FP-2	NSD2 HMT inh	Rtt109 HAT inh
CCc1c(C)sc(NC(=O)c2cc(C(C)C)on2)c1C#N	-35	-2	-7	8	35	13	-2	-1.9	0	-7
CCC(C)c1ccc(NC(=S)N2CCCC2)cc1 (stereo unspecified)	18	-6	-6	-14	-18	10	-1	-2.0	30	-1
CN(Cc1ccccc1)S(=O)(=O)c1cc2c3c(c1)CCN3C(=O)CC2	-29	-6	-2	/	29	-6	-3	-0.2	-4	4
CCc1noc(C)c1C(=O)N1CCN(S(=O)(=O)c2ccc(C)cc2)CC1	14	-1	-3	/	-14	13	7	-6.4	-3	0
COc1ccc(CC(=O)Nc2c3c(nn2-c2cccc(Cl)c2)CS(=O)C3)cc1 (stereo unspecified)	14	-1	-13	19	-14	-5	-3	-1.2	4	/
CCOC(=O)COn1c(=O)c(-c2cccs2)[n+]([O-])c2ccccc21	20	2	-5	-12	-20	13	-10	-1.5	3	-6
O=C(CCNC(=O)c1ccccc1Cl)Nc1ccncc1	-19	-7	7	0	19	-1	-2	-1.2	-4	14
CN(C)/C=C(\C(=O)c1ccccc1)c1nnnn1-c1ccc(F)cc1	/	0	-10	-10	/	3	2	-0.3	-1	-3
N#C/C(=C\Nc1ccccc1O)c1nc2ccccc2o1	-113	-4	3	-36	113*	-6	-1	-0.1	/	5
Cc1noc2ncnc(Oc3ccccc3)c12	9	-1	-9	-35	-9	-3	3	-1.7	-1	-1
Cc1ccccc1CC(=O)c1ccc(O)c(C)c1O	30	4	-7	10	-30	-7	-2	-0.8	-2	/
CCOc1ncccc1C(=O)Nc1cccc(C(=O)Nc2cccc(S(=O)(=O)CCO)c2)c1	-43	-8	-9	/	43	/	-31	/	-1	0
O=C(CN(Cc1ccc(F)cc1)C(=O)c1ccco1)NCc1ccc(F)cc1	-3	-4	-9	-10	3	15	-1	-1.4	/	-4
NS(=O)(=O)c1ccc(NC(=S)NC(=O)c2cccnc2)cc1	18	1	-13	7	-18	10	-2	-1.1	2	-23
Cc1ccc(CN2CC(C(=O)N(Cc3nnc(-c4ccccc4Cl)o3)C3CC3)CC2=O)cc1 (stereo unspecified)	-12	-2	-20	-11	12	-7	-8	-0.7	3	-4
O=C(O)[C@H]1CCCC[C@H]1C(=O)NCCc1ccccc1	12	/	-4	/	-12	18	0	-0.9	-5	-6
COc1ccc(OC)c(NC(=O)CSc2ncnc3sc(C)cc23)c1	-10	/	-7	-5	10	1	-17	-0.4	5	8
Cc1cc(C)cc(N(CC(=O)NC2CCCCC2)C(=O)CCCC(=O)Nc2ccccn2)c1	2	-9	-16	-8	-2	6	-4	-1.2	3	3
Cc1oc(-c2cccs2)nc1CN1CCC(c2ccccc2)CC1	6	4	-8	12	-6	8	-18	-1.2	-3	-1
c1ccc(CCc2nn3c(Cn4cnc5ccccc54)nnc3s2)cc1	-8	/	-11	/	8	-2	-3	-3.7	/	-12
CC/C(C)=N/NS(=O)(=O)c1ccc(C)c([N+](=O)[O-])c1	-4	-3	-4	-1	4	-4	-2	-1.0	-2	2
CC(C)C(NC=C1C(=O)OC(C)(C)OC1=O)C(=O)O (stereo unspecified)	14	/	2	3	-14	1	-11	-1.4	1	-12
O=[N+]([O-])c1cc(/C=N\Nc2ccccn2)ccc1Cl	3	0	-2	-10	-3	9	1	-0.9	0	-5
COc1ccc(N(CC(=O)N2CCC(Cc3ccccc3)CC2)S(C)(=O)=O)cc1	5	4	16	-26	-5	-7	3	/	2	5
O=C(Cn1cc(S(=O)(=O)N2CCN(c3ccccc3F)CC2)c2ccccc2c1=O)NCCCN1CCCCCC1	-35	-2	-7	-8	35	16	15	-1.2	3	7
N#C/C(=C/c1ccc(O)c([N+](=O)[O-])c1)C(=O)Nc1ccccc1	18	4	-5	-15	-18	-4	-3	-1.0	6	22
N#Cc1cc(-c2ccccc2)c[nH]c1=O	-21	-1	-24	/	21	/	-1	-0.1	-1	-8
COC(=O)/C(=C\Nc1ccccc1N)c1ncc(C(F)(F)F)cc1Cl	-20	1	-11	-13	20	-6	-17	-1.9	13	-7
C=CCn1c(C)cc(C(=O)COC(=O)COc2ccccc2C#N)c1C	9	-2	-8	/	-9	/	-10	-0.5	2	-2
CC(=O)Nc1ccc(CCCCc2ccccc2)cc1	15	-6	-11	/	-15	5	-1	0.9	-2	-4
O/N=C/c1cc(Br)cc(Br)c1OCc1ccccc1	-16	7	-6	-23	16	3	7	/	-1	-3
CC(c1ccccc1)n1cnc2ccccc21 (stereo unspecified)	-5	-3	11	-12	5	-2	-7	-0.8	-1	1
COc1ccc(N2CCN(C(=O)c3ccc4c(c3)CC(c3ccccc3)OC4=O)CC2)cc1 (stereo unspecified)	-16	3	-13	-24	16	-14	-5	-2.9	0	10
COc1cccc(C(=O)Nc2ccc(NC(=O)C3CC3)nc2)c1	-19	-4	-6	-3	19	3	1	-1.7	1	1
COc1ccc(C2=Nn3c(nnc3-c3ccncc3)SC2)cc1	-17	-4	8	/	17	/	-24	-9.5	2	17
CN1CCN(C(=O)CCCOc2ccc(Cl)cc2Cl)CC1	13	-6	9	/	-13	10	-3	-1.7	/	12
CCN1C(=O)C(CC(=O)Nc2cc(C)ccc2C)SC1=Nc1ccc(S(N)(=O)=O)cc1 (stereo unspecified)	-78	/	-10	-3	?	3	2	0.0	1	5
OC(c1cccnc1)c1cccs1 (stereo unspecified)	-24	-4	-13	1	24	-6	-2	0.3	-1	-6
O=C(CCc1ccccc1)Nc1ccc2c(c1)OCO2	26	/	?	8	-26	44	-1	0.8	-3	-11
CN(C)CCCN(C(=O)c1cc2ccccc2oc1=O)c1nc2ccc(F)cc2s1	-16	10	2	-19	16	-4	8	-1.6	-1	11
CSC1=NSC2=NC(=O)/C(=C\c3cccs3)C(=N)N12	12	-7	2	2	-12	75	-1	-1.6	2	-5
CN(C(=S)NC(=O)C12CC3CC(CC(C3)C1)C2)c1ccc(O)cc1	-57	-1	-14	-24	57	-12	-15	0.2	2	1
CCc1noc(C)c1C(=O)N1CCCC(CCC(=O)NCc2cccc(OC)c2)C1 (stereo unspecified)	26	7	-13	-5	-26	-3	1	-0.7	3	-3
O=C(N/N=C/c1ccc(Br)s1)c1ccc([N+](=O)[O-])cc1	-7	-1	-6	/	7	-3	7	0.8	-4	-6
CN1C(C(=O)c2ccccc2)=C(N)c2ccccc2S1(=O)=O	6	-1	-1	-1	-6	-4	3	/	3	11
NC(=O)c1nsc(C(=O)N(c2cccc(F)c2)C(C(=O)NC2CCCC2)c2ccc(O)cc2)c1N (stereo unspecified)	-2	2	4	6	2	8	?	-2.6	-5	4
CCCC(=O)Nc1ccc(C(=O)NCc2ccccn2)cc1	3	2	-13	26	-3	-1	-4	-1.2	0	2
O=C(Nc1ccc(Cl)cn1)C1CCCN1S(=O)(=O)c1cccc2ccccc12 (stereo unspecified)	-14	-2	5	/	14	/	1	-1.7	0	/
Cc1cccc(C)c1NC(=O)NC1(C(=O)N2CCCC2)CCCCC1	/	-4	-4	10	/	/	0	-1.0	0	-2
CN1CCc2c(sc3nc(NN)n(-c4ccc(Cl)cc4)c(=O)c23)C1	-5	-1	18	7	5	0	-15	-0.5	/	5
Cc1ccc(CN2CCN(Cc3cccc(OCCO)c3)CC2CCO)o1 (stereo unspecified)	19	-6	6	-11	-19	-1	-6	-2.8	3	?
CSc1nc(O)c(C(c2ccc(C)cc2)c2c(O)nc(SC)[nH]c2=O)c(=O)[nH]1	2	-2	-5	2	-2	-1	4	-1.2	2	4
O=C(c1cccc([N+](=O)[O-])c1)N1CCCC(C(=O)N2CCc3ccccc3C2)C1 (stereo unspecified)	-14	-2	-14	-22	14	-2	-10	-1.8	-1	2
CCCc1ccc(OC(=O)c2cccs2)cc1	26	1	-6	-7	-26	27	0	-0.2	-2	6
O=C(COC(=O)Cc1cccc(C(F)(F)F)c1)Nc1ccccc1	-15	-4	0	15	15	-7	-4	-0.4	-2	8
C=CC[C@@H](CC(=O)NCCO)C(=O)N[C@@H](COC(=O)[C@@H](CC=C)Cc1ccc(F)cc1)Cc1ccccc1	-25	1	3	3	25	-5	5	-2.2	/	11
CCOc1ccc(CC(=O)NCCc2cnc[nH]2)cc1	8	-2	-9	18	-8	-7	2	-0.5	-1	2
CN(Cc1ccon1)C(=O)CC1C(=O)NCCN1Cc1cccc(Oc2ccccc2)c1 (stereo unspecified)	/	-4	7	2	/	1	-9	-3.0	-5	22
Cc1ccc(C)n1-c1nn(S(=O)(=O)c2cccc(C(F)(F)F)c2)c2cccc(F)c12	10	0	-10	-8	-10	/	-3	-0.4	0	-2
O=C(NC12CC3CC(CC(C3)C1)C2)N1CC2Cc3cccc(=O)n3C(C2)C1 (stereo unspecified)	9	-3	-2	16	-9	5	-3	-0.9	-2	7

More structures.
SMILES	SR-BI DiI-HDL act	CAL PDZ FP-1	PvdQ acylase	PfHsp90 set2	SR-BI HDL uptake	MITF TRPM1 HTS	dFosB act	CAL PDZ FP-2	NSD2 HMT inh	Rtt109 HAT inh
Cc1ccccc1C(=O)N1CCN(c2ccc(NC(=O)c3ccc4c(c3)OCO4)cc2)CC1	-69	-2	-16	/	69	-14	-4	-2.7	-5	-10
CCCCn1c(SCC(=O)c2ccc3c(c2)OCCO3)nnc1-c1ccoc1C	-29	-2	-2	-6	29	-2	-12	-1.0	5	5
C[C@H]1CN([C@@H](C)CO)C(=O)c2cccc(NC(=O)c3nc4ccccc4s3)c2O[C@H]1CN(C)C(=O)Nc1ccc(F)cc1	-2	-3	-8	-12	2	12	2	-2.2	/	-4
COc1ccc(NC(=O)C2=C(C)Nc3nc(CCCO)nn3C2c2ccc(OC)c(OC)c2)cc1 (stereo unspecified)	10	-6	-8	-10	-10	-1	6	-2.7	0	4
COc1cc(C2NC(=O)NC(C)=C2C(=O)OCC2CCCCC2)ccc1O (stereo unspecified)	-4	-8	-16	-3	4	-5	-10	-0.8	1	1

Exported with two lines to a compound: entries from further up.
Results follow in this order: SR-BI DiI-HDL act | CAL PDZ FP-1 | PvdQ acylase | PfHsp90 set2 | SR-BI HDL uptake | MITF TRPM1 HTS | dFosB act | CAL PDZ FP-2 | NSD2 HMT inh | Rtt109 HAT inh
- CCCCn1c(SCC(=O)c2ccc3c(c2)OCCO3)nnc1-c1ccoc1C
    -29 | -2 | -2 | -6 | 29 | -2 | -12 | -1.0 | 5 | 5
- COc1cc(C2NC(=O)NC(C)=C2C(=O)OCC2CCCCC2)ccc1O (stereo unspecified)
    -4 | -8 | -16 | -3 | 4 | -5 | -10 | -0.8 | 1 | 1

This is a random part of the collection; 4.3% or so of the library scored in one or more.
